Lmaj promast – inhibitors of Leishmania major promastigote growth; 9% of 200,000 active; AID 1063; Leishmania major promastigotes, resazurin fluorescence viability; inhibition, % at 10 µM; in the data active means inhibition above about 50%;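 further: promastigotes grown with compound for 44 hours at 28 °C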
TR-FRET SRC-2 ct – flags TR-FRET format artefacts in PPARgamma SRC-2 recruitment agonist screen | TR-FRET artefact counter-screen; active compounds read high | TR-FRET ratio at 8 µM | 0.4% of 200,000 active; in the data active means TR-FRET ratio above about 2000; further: inactives centre near 1500; reference of the scale not given here
PPARg SRC-3 ag – PPARgamma-driven SRC-3 recruitment agonism | biochemical PPARgamma/SRC-3 coactivator recruitment assay | activation, % at 8 µM | 0.26% of 200,000 active | AID 731; in the data active means activation above about 23%;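 further: 0% = DMSO and 100% = reference agonist; some compounds past the cut are filed as inactive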
Target sequence (P37231 whole entry, looked up): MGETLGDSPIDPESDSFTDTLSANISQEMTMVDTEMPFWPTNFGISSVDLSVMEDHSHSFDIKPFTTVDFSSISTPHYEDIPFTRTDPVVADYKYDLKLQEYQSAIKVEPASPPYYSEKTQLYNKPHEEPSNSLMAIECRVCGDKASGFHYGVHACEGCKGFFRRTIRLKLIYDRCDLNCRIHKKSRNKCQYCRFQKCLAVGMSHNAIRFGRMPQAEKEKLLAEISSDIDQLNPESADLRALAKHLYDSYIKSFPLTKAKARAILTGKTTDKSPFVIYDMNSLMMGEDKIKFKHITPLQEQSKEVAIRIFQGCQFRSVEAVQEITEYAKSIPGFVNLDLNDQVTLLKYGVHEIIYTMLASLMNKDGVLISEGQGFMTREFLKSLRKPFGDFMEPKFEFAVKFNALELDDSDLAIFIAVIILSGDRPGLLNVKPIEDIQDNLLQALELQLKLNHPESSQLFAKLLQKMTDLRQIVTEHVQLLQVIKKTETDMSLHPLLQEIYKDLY
RAM inhibit – yeast RAM network inhibition; S. cerevisiae dse1pr::URA3 reporter, 5-FOA growth OD615, 2 d; analog-sensitive cbk1-as2 kinase mutant strain; inhibition, % at 50 µM; 1.8% of 190,000 active; AID 868;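 active means inhibition above a set limit, 3 SD over mean compound inhibition, cut at about 8.4% in these data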;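 further: 0% = DMSO-only wells with no growth and 100% = 10 µM 1-NA-PP1 full growth; inhibition rescues growth on 5-FOA so higher OD means more RAM inhibition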
Redox H2O2 prof – compounds producing H2O2 with reducing agent – biochemical, NIH compound library profiling, artefact control for MLSCN library redox annotation, primary screen; activation, % at 10 µM; DTT-dependent redox cycling H2O2, phenol red/HRP absorbance; 100% = 100 µM peroxide control, 0% = buffer; 0.03% of 200,000 active;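 active means activation of at least 50% relative to the plate's high and low controls in the primary single-dose screen; inactive means activation below 50%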;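 further: compound incubated with DTT at 0.8 mM final as the reducing agent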
PPARg SRC1 recr – PPARgamma-driven SRC-1 recruitment agonism; P37231; PPARgamma-SRC-1 coactivator recruitment biochemical assay; activation, % at 8 µM; 0.41% of 200,000 active; in the data active means activation above about 19%;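 further: 0% = DMSO and 100% = reference agonist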
ROMK primary – human ROMK K+ channel modulation, primary screen; P48048; Tet-inducible ROMK, thallium flux fluorescence; actives lie on both sides; B-score at 10 µM; 2% of 130,000 active; AID 1918;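 active means signal ratio slope over the read window, or its plate-corrected B-score, at least 3 SD from the plate mean, either direction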;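 further: B-score of the F/F0 ratio slope over 7 to 12 s after thallium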
PPARg SRC2 recr – promotes SRC-2 coactivator recruitment by human PPARgamma; PPARgamma LBD-SRC-2 recruitment, biochemical; activation, % at 8 µM; 0.34% of 200,000 active; AID 1032; in the data active means activation above about 22%;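 further: 0% = vehicle and 100% = reference agonist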
S1P3 antag – antagonists of human S1P3 receptor. Q99500. CHO S1P3 NFAT-BLA reporter, FRET fluorescence, antagonist mode. inhibition, % at 4.98 µM. 0.27% of 170,000 active;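 active means inhibition above the plate cutoff, the mean inhibition of test wells on that plate plus 3 SD, cut at about 28% in these data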;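 further: cells challenged with S1P at its EC80 of 0.8 µM; blue over green emission ratio from cleaved BLA substrate after 4 h stimulation; 0% = S1P-stimulated wells and 100% = unstimulated DMSO-only wells; some compounds past the cut are filed as inactive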
Target sequence (Q99500 whole entry, looked up): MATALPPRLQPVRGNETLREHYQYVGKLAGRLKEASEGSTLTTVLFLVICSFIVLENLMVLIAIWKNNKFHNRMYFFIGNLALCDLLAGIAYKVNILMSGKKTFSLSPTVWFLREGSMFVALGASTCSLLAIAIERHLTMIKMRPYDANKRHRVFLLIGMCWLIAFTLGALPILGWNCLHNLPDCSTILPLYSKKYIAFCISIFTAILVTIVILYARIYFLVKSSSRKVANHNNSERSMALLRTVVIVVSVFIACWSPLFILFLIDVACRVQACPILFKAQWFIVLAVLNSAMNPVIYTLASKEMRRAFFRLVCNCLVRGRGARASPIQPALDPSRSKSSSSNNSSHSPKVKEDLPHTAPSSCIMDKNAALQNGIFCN
Efa HMGR inh – inhibitors of class II HMG-CoA reductase from Enterococcus faecalis | purified E. faecalis HMGR, NADPH absorbance 340 nm kinetic | inhibition, % at 10 µM | 0.41% of 190,000 active | AID 1066;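 active means inhibition above a set limit, the median over all tested compounds plus 3 SD, cut at about 9.5% in these data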;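 further: enzyme runs in reverse so mevalonate oxidation gives rising NADPH absorbance; 0% = complete reaction with DMSO and 100% = background rate lacking mevalonate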
bIAP inhibitor – blocks bovine intestinal alkaline phosphatase activity; 190,000 tested, under 10 active; inhibition, % at 20 µM; purified bovine IAP, CDP-star luminescence, 30 min;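 active means over 50% inhibition of intestinal alkaline phosphatase at 20 µM in the single-dose screen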
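Assay system: bovine IAP enzyme; medium: DEA buffer 100 mM, pH 9.8, with MgCl2 1.0 mM, ZnCl2 0.02 mM; doses: 20 µM single dose; incubation: enzyme reaction for 30 min at room temperature; detection: CDP-star luminescence signal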
Starred values were filed as active, the others as inactive.

`COc1cc(CNn2cnnc2)ccc1OCC(=O)NC(C)(C)C` gave Lmaj promast -1, TR-FRET SRC-2 ct 1325, PPARg SRC-3 ag -6, RAM inhibit 1.5, Redox H2O2 prof -4.4, PPARg SRC1 recr -13, PPARg SRC2 recr -9, Efa HMGR inh -2 and bIAP inhibitor 3.
`COc1ccc(C)cc1N(C(=O)CNC(=O)c1ccco1)C(C(=O)NC1CCCC1)c1cccnc1` (stereo not drawn) gave Lmaj promast -6, TR-FRET SRC-2 ct 1562, PPARg SRC-3 ag 4, RAM inhibit -0.8, Redox H2O2 prof 1.5, PPARg SRC1 recr 2, ROMK primary 0.4, PPARg SRC2 recr 5, S1P3 antag -76, Efa HMGR inh 0 and bIAP inhibitor -8.
COCCN(C(=S)Nc1ccc(C(C)C)cc1)C(C)c1cccs1 (stereo not drawn) was read as Lmaj promast -1, TR-FRET SRC-2 ct 1571, PPARg SRC-3 ag -3, RAM inhibit 1.6, Redox H2O2 prof 3.7, PPARg SRC1 recr -10, ROMK primary 1.2, PPARg SRC2 recr -2, S1P3 antag -1, Efa HMGR inh 3 and bIAP inhibitor -15.
Screening COc1ccc(NC(=O)Nc2ccc(C(=O)N3CCOCC3)cc2)cc1 returned Lmaj promast -7, TR-FRET SRC-2 ct 1633, PPARg SRC-3 ag 9, RAM inhibit 0.3, Redox H2O2 prof 2.1, PPARg SRC1 recr -1, PPARg SRC2 recr 2, S1P3 antag -13, Efa HMGR inh -1 and bIAP inhibitor 1.
`Cc1nn(CC(=O)OCCOc2ccc(Br)cc2)c(C)c1[N+](=O)[O-]` gave Lmaj promast -6, TR-FRET SRC-2 ct 1518, PPARg SRC-3 ag 1, RAM inhibit 1.9, Redox H2O2 prof 0.1, PPARg SRC1 recr -5, ROMK primary -2.1, PPARg SRC2 recr 7, S1P3 antag -5, Efa HMGR inh -3 and bIAP inhibitor 5.
For Cc1ccc(S(=O)(=O)Nc2ccc(NC(=O)CN3CCCCC3)cc2)cc1 the results were Lmaj promast 8, TR-FRET SRC-2 ct 1450, PPARg SRC-3 ag -1, RAM inhibit 0.8, Redox H2O2 prof 2.3, PPARg SRC1 recr -3, ROMK primary 0.39, PPARg SRC2 recr -6, S1P3 antag 6, Efa HMGR inh -5 and bIAP inhibitor 6.
Screening CCCCC(=O)Nc1ccc(N2CCCC2)cc1 returned Lmaj promast -4, TR-FRET SRC-2 ct 1681, PPARg SRC-3 ag 15, Redox H2O2 prof -4.8, PPARg SRC1 recr 7, ROMK primary 0.5 and PPARg SRC2 recr 13.
CCCCC(=O)Nc1ccc(C(=O)NCCCn2ccnc2)cc1 was read as Lmaj promast -2, TR-FRET SRC-2 ct 1623, PPARg SRC-3 ag 8, RAM inhibit -0.8, Redox H2O2 prof 0.6, PPARg SRC1 recr 0, PPARg SRC2 recr -1, S1P3 antag 5, Efa HMGR inh -6 and bIAP inhibitor -2.
`COc1ccc(CNC(=O)COc2ccc(S(=O)(=O)NC(C)C)cc2)cc1` gave Lmaj promast 65*, TR-FRET SRC-2 ct 1606, PPARg SRC-3 ag 2, RAM inhibit 3.7, Redox H2O2 prof 0.3, PPARg SRC1 recr 4, PPARg SRC2 recr 6, S1P3 antag -2, Efa HMGR inh 0 and bIAP inhibitor 9.
`Fc1ccc2nc(N3CCCCC3)sc2c1` gave Lmaj promast 3, TR-FRET SRC-2 ct 1353, PPARg SRC-3 ag 4, RAM inhibit 0.2, Redox H2O2 prof 2.3, PPARg SRC1 recr -4, PPARg SRC2 recr -9, S1P3 antag -84, Efa HMGR inh 0 and bIAP inhibitor 11.
CC(C)NC(=O)NC(=O)COc1ncnc2sccc12 was read as Lmaj promast 35, TR-FRET SRC-2 ct 1545, PPARg SRC-3 ag -5, RAM inhibit -0.8, Redox H2O2 prof -2.6, PPARg SRC1 recr 0, PPARg SRC2 recr 3, Efa HMGR inh -1 and bIAP inhibitor 4.
`O=C(Cc1c(F)cccc1Cl)Nc1nc2ccccc2s1` gave Lmaj promast 19, TR-FRET SRC-2 ct 1676, PPARg SRC-3 ag 5, RAM inhibit -1.1, Redox H2O2 prof 0.8, PPARg SRC1 recr 2, ROMK primary -2.4, PPARg SRC2 recr 1, S1P3 antag -14, Efa HMGR inh 2 and bIAP inhibitor 12.
Screening CCCCn1c(-c2cc(Cl)ccc2OC)n[nH]c1=S returned Lmaj promast 4, TR-FRET SRC-2 ct 1787, PPARg SRC-3 ag 19, RAM inhibit 3.8, Redox H2O2 prof -1.3, PPARg SRC1 recr 14, ROMK primary -0.88, PPARg SRC2 recr 22*, S1P3 antag 11, Efa HMGR inh 1 and bIAP inhibitor 2.
Screening CC1Cc2ccccc2N1C(=O)CSc1nnc(-c2ccc(S(=O)(=O)N3CCOCC3)cc2)n1C (stereo not drawn) returned Lmaj promast 11, TR-FRET SRC-2 ct 1652, PPARg SRC-3 ag -1, RAM inhibit 2.0, Redox H2O2 prof -0.5, PPARg SRC1 recr 5, ROMK primary 0.042, PPARg SRC2 recr -5, S1P3 antag 11, Efa HMGR inh -7 and bIAP inhibitor 15.
`COC(=O)c1cc(C)sc1NC(=O)c1cccnc1` gave Lmaj promast 5, TR-FRET SRC-2 ct 1361, PPARg SRC-3 ag -14, RAM inhibit 1.9, Redox H2O2 prof 1.2, PPARg SRC1 recr -1, ROMK primary -1.2, PPARg SRC2 recr 4, S1P3 antag 20, Efa HMGR inh 0 and bIAP inhibitor 7.
CC1CCCN(CCCOc2ccc([N+](=O)[O-])cc2)C1 (stereo not drawn) was read as Lmaj promast 89*, TR-FRET SRC-2 ct 1617, PPARg SRC-3 ag 4, RAM inhibit 0.5, Redox H2O2 prof 0.0, PPARg SRC1 recr 12, PPARg SRC2 recr -7, S1P3 antag -9, Efa HMGR inh 2 and bIAP inhibitor -7.
`Cc1ccc(S(=O)(=O)NCCC(=O)Nc2nccs2)cc1` gave Lmaj promast -6, TR-FRET SRC-2 ct 1525, PPARg SRC-3 ag -1, RAM inhibit 1.6, Redox H2O2 prof -2.4, PPARg SRC1 recr 0, ROMK primary 0.066, PPARg SRC2 recr 2, S1P3 antag -5, Efa HMGR inh 3 and bIAP inhibitor -28.
O=C(NCC1CCCO1)/C(=C\c1ccco1)NC(=O)c1ccccc1 (stereo not drawn) was read as Lmaj promast -6, TR-FRET SRC-2 ct 1441, PPARg SRC-3 ag -3, RAM inhibit 1.6, Redox H2O2 prof 1.4, PPARg SRC1 recr 0, ROMK primary -0.32, PPARg SRC2 recr -2, Efa HMGR inh 1 and bIAP inhibitor 8.
Screening CC(=O)Oc1cc2c(cc1Cl)C1(CC(c3ccccc3Cl)O2)CC(C)(C)NC(=S)N1 (stereo not drawn) returned Lmaj promast 98*, TR-FRET SRC-2 ct 1517, PPARg SRC-3 ag -11, RAM inhibit 4.8, Redox H2O2 prof 0.6, PPARg SRC1 recr -2, PPARg SRC2 recr -4, Efa HMGR inh 0 and bIAP inhibitor 22.
`N#C/C(=C(/O)COC(=O)Cc1c[nH]c2ccccc12)c1nc2ccccc2[nH]1` gave Lmaj promast -6, TR-FRET SRC-2 ct 1595, PPARg SRC-3 ag -2, RAM inhibit 1.4, Redox H2O2 prof 1.6, PPARg SRC1 recr 0, PPARg SRC2 recr 1, S1P3 antag 0, Efa HMGR inh 0 and bIAP inhibitor -11.
For Cc1cc(C(F)F)n2nc(C(=O)Nc3sc4c(c3C#N)CCC4)nc2n1 the results were Lmaj promast -1, TR-FRET SRC-2 ct 1441, PPARg SRC-3 ag 3, RAM inhibit 5.2, Redox H2O2 prof -0.2, PPARg SRC1 recr 0, ROMK primary 0.7, PPARg SRC2 recr 8, S1P3 antag -2, Efa HMGR inh 2 and bIAP inhibitor 11.
For CC1CCCC(C)N1c1nnc(N)s1 (stereo not drawn) the results were Lmaj promast -2, TR-FRET SRC-2 ct 1394, PPARg SRC-3 ag 2, RAM inhibit 0.1, Redox H2O2 prof -0.3, PPARg SRC1 recr -2, ROMK primary -0.025, PPARg SRC2 recr 1, S1P3 antag -30, Efa HMGR inh -4 and bIAP inhibitor -10.
For Cc1c(N2C(=O)/C(=C/c3cccc4ccccc34)SC2=S)c(=O)n(-c2ccccc2)n1C the results were Lmaj promast -5, TR-FRET SRC-2 ct 1607, PPARg SRC-3 ag 11, Redox H2O2 prof -4.2, PPARg SRC1 recr 6 and PPARg SRC2 recr 8.
O=C(NCCO)C(O)C(O)C(=O)NCCO (stereo not drawn) was read as Lmaj promast 0, TR-FRET SRC-2 ct 1679, PPARg SRC-3 ag 5, RAM inhibit 1.3, Redox H2O2 prof 0.6, PPARg SRC1 recr 3, PPARg SRC2 recr -1, S1P3 antag -8, Efa HMGR inh 2 and bIAP inhibitor -14.

2 records drawn at random from the list so far:
For CC1CCCC(C)N1c1nnc(N)s1 (stereo not drawn) the results were Lmaj promast -2, TR-FRET SRC-2 ct 1394, PPARg SRC-3 ag 2, RAM inhibit 0.1, Redox H2O2 prof -0.3, PPARg SRC1 recr -2, ROMK primary -0.025, PPARg SRC2 recr 1, S1P3 antag -30, Efa HMGR inh -4 and bIAP inhibitor -10.
For Cc1c(N2C(=O)/C(=C/c3cccc4ccccc34)SC2=S)c(=O)n(-c2ccccc2)n1C the results were Lmaj promast -5, TR-FRET SRC-2 ct 1607, PPARg SRC-3 ag 11, Redox H2O2 prof -4.2, PPARg SRC1 recr 6 and PPARg SRC2 recr 8.

Remaining list, next part:
`O=C(NCCCn1ccnc1)c1cc2nc(-c3ccc(Br)cc3)cc(C(F)(F)F)n2n1` gave Lmaj promast 99*, TR-FRET SRC-2 ct 1496, PPARg SRC-3 ag 3, RAM inhibit 0.0, Redox H2O2 prof -3.8, PPARg SRC1 recr 1, PPARg SRC2 recr -2, Efa HMGR inh -8 and bIAP inhibitor 10.
For O=C(CN(c1ccc(F)cc1)S(=O)(=O)c1ccc2c(c1)OCCO2)Nc1ccc2c(c1)OCO2 the results were Lmaj promast 20, TR-FRET SRC-2 ct 1480, PPARg SRC-3 ag -10, RAM inhibit 5.2, Redox H2O2 prof 3.0, PPARg SRC1 recr -1, PPARg SRC2 recr -7, S1P3 antag 8, Efa HMGR inh 1 and bIAP inhibitor 9.
Screening CCOC(=O)N/N=C/c1c(C)nn(-c2ccccc2Cl)c1Cl returned Lmaj promast 35, TR-FRET SRC-2 ct 1415, PPARg SRC-3 ag 2, RAM inhibit 3.7, Redox H2O2 prof 0.4, PPARg SRC1 recr 0, PPARg SRC2 recr 1, S1P3 antag -1, Efa HMGR inh 0 and bIAP inhibitor 8.
For CC(C)C(=O)NC(=S)N(Cc1ccccc1)Cc1ccccc1 the results were Lmaj promast 33, TR-FRET SRC-2 ct 1670, PPARg SRC-3 ag 5, RAM inhibit 1.1, Redox H2O2 prof -0.6, PPARg SRC1 recr 4, ROMK primary 0.17, PPARg SRC2 recr 5, S1P3 antag -16, Efa HMGR inh -1 and bIAP inhibitor 5.
`CC1=C(C(=O)Nc2ccccc2)C2(CCCCC2)C(C#N)=C(S)N1` gave Lmaj promast -4, TR-FRET SRC-2 ct 1503, PPARg SRC-3 ag 10, RAM inhibit 2.3, Redox H2O2 prof 0.3, PPARg SRC1 recr -2, PPARg SRC2 recr 0, Efa HMGR inh 3 and bIAP inhibitor 11.
